High-throughput results as filed in PubChem.
RAD52 anneal inh: RAD52 DNA annealing inhibitors, primary screen, biochemical, FRET, single point, set 2 | inhibition, % at 18.7 µM | recombinant RAD52 DNA annealing, FRET fluorescence | DNA repair protein RAD52 homolog (Homo sapiens), P43351 | 0.46% of 360,000 active;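 active = every replicate showing at least 50% inhibition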
RAD54 branch: inhibitors of human RAD54 branch migration, primary screen, biochemical, fluorescence, single point; RAD54 Holliday junction branch migration, FAM/BHQ fluorescence; 0.14% of 360,000 active; inhibition, % at 10.4 µM; DNA repair and recombination protein RAD54-like (Homo sapiens), Q92698; AID 602329, 2012;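 active = mean normalized replicate activity at least 40 and at least half of replicates scoring 40 or more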;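 also: 0% = median of neutral control wells and 100% = median of positive control wells; inhibitors cause a drop in the FAM fluorescence signal; in these data hits start at about 50%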
Target sequence (Q92698 whole entry, looked up): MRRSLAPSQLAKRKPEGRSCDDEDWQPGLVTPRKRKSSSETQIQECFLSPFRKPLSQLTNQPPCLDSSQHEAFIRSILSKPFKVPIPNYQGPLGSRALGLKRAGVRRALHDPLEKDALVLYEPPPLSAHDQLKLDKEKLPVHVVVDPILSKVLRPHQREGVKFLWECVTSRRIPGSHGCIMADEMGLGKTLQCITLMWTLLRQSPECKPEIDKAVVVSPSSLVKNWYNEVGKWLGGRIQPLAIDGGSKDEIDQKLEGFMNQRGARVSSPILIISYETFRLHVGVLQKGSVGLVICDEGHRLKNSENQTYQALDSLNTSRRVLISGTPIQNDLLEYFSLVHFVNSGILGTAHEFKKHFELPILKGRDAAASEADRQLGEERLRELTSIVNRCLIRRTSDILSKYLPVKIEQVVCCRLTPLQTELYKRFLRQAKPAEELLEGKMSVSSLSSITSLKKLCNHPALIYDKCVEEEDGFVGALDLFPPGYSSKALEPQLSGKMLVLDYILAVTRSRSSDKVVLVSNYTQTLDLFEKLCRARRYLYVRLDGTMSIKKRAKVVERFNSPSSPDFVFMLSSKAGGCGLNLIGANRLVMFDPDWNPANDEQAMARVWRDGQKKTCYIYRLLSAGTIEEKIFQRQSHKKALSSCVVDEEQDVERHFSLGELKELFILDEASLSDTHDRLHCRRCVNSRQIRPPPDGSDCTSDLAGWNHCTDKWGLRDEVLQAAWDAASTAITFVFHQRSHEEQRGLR
E-sel inducer: E-selectin induction in HUVECs, primary screen, imaging, HUVEC, immunofluorescence imaging, single point; normalized: neutral wells 0, TNF-alpha wells 100; activation, % at 7.58 µM; 0.37% of 260,000 active;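 active = mean E-selectin-positive cell signal at least 10% of the positive control, reached in at least 60% of replicates, without over 20% cell loss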;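 also: in these data hits start at about 27%; measured in HUVEC primary endothelial cells; signal is the percent of cells scored E-selectin positive by PE staining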
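Read-out: % PE-positive cells | Test system: HUVEC | Doses: One compound dose added by pin transfer | Buffer or medium: EGM-2 over gelatin coat | Signal: Immunofluorescence imaging | Benchmarks: TNF-alpha, DMSO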
PglD inh: C. jejuni PglD acetyltransferase inhibitors, primary screen, biochemical, DTNB colorimetric, single point. purified PglD enzyme, DTNB colorimetric CoA detection. UDP-N-acetylbacillosamine N-acetyltransferase PglD (Campylobacter jejuni). 0.098% of 360,000 active. AID 602405, 2012. inhibition, % at 12.5 µM; in the data active = inhibition above about 16%, passing the limit was not always enough; also: strong numbers were not always called active
Cneo AK release: Cryptococcus neoformans cell lysis inducers, primary screen, AK release luminescence, single concentration; C. neoformans lysis, adenylate kinase release luminescence, 4 h; normalised: neutral wells 0, clomiphene wells 100; lysis activity, % at 15 µM; 0.2% of 360,000 active;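 active = mean lysis activity across replicates of at least 80%, whatever share of replicates individually reach that level; inactive = mean lysis activity below 80%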
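Schedule: static 4 h at 37 °C with compound, 1 h detection; system: C. neoformans cells; benchmarks: Clomiphene as positive control; buffer or medium: fresh YPD medium; measure: luminescence rise reflecting yeast cell lysis; measured by: luminescent adenylate kinase detection reagent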
PGC1a acetyl inh: inhibitors of PGC1a acetylation signal, primary screen, cell-based, U2OS, AlphaScreen, inhibitor mode | AlphaScreen anti-acetyl-lysine; with virally co-expressed GCN5 acetyltransferase | inhibition, % at 15.6 µM | 0.17% of 350,000 active | AID 651687, 2012;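 active = every replicate shows inhibition of at least 40%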;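 also: 0% = neutral control wells and 100% = positive control wells; some results beyond the cut were filed as inactive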
ERAP1 inh: human ERAP1 aminopeptidase inhibitors, primary screen, biochemical, single point, plate reader | Endoplasmic reticulum aminopeptidase 1 (Homo sapiens), Q9NZ08 | recombinant ERAP1, Leu-AMC fluorescence, 60 min | inhibition, % at 10.7 µM | 0.15% of 340,000 active;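 active = mean replicate inhibition of at least 30%, or all replicates individually reaching that 30% level; inactive = mean below 30% and not every replicate reaching it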;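 also: 0% = neutral control wells and 100% = L-leucinethiol positive control wells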
miR122 inh: miR-122 Renilla sensor signal increase in Huh7, primary screen, miR-122 inhibitor project, cell-based, single point, plate reader; activation (reporter increase), % at 12.5 µM; Huh7 miR-122 Renilla luciferase sensor, 48 h; neutral wells = 0, positive control = 100; 0.3% of 340,000 active; AID 602342, 2012;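 active = mean replicate activation score at least 90 and every replicate individually at or above 90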;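 also: higher luciferase means less miR-122 activity so hits act as miR-122 inhibitors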
Active calls of the source: *; x = not tested or not shown; [ ] = dose if it differs, or a comment.

item	canonical_smiles	RAD52 anneal inh	RAD54 branch	E-sel inducer	PglD inh
1	COc1ccc(CCn2c(=N)c(S(=O)(=O)c3ccccc3)cc3c(=O)n4ccccc4nc32)cc1	-34	0	0.1	-2
2	COc1cccc(CNC(=O)CCS(=O)(=O)c2cccs2)c1	x	-5	x	1
3	C[C@@H]1CN([C@H](C)CO)C(=O)c2cc(NC(=O)Nc3ccc(C(F)(F)F)cc3)ccc2O[C@H]1CN(C)Cc1ccc(C(=O)Nc2ccccc2N)cc1	22	x	16	x
4	COc1cc(C(=O)Nc2ccc(C)cc2)c(-n2cnnn2)cc1OC	-14	-2	3.0	-1
5	COc1ccccc1CNC(=O)C[C@H]1CC[C@@H]2[C@H](COC[C@@H](O)CN2C(=O)Nc2ccc(F)cc2)O1	x	10	0.0	-3
6	CCOC(=O)N1CCN(CC(=O)c2ccc3c(c2)CCN3C(C)=O)CC1	-14	-2	0.7	3
7	CCOc1ccccc1N1CCN(c2nc3ccccc3nc2C(C#N)C(=O)OC(C)C)CC1 (configuration not stated)	-24	3	3.3	6
8	Cc1ccc(S(=O)(=O)N(C)C[C@H]2Oc3ccc(NC(=O)Cn4cnnn4)cc3C(=O)N([C@H](C)CO)C[C@H]2C)cc1	-17	3	0.0	-5
9	CCn1c(=S)sc2c(=O)n(CC(=O)Nc3ccc(OC)cc3)c(C)nc21	-8	1	4.6	-5
10	C[C@H]1CN([C@@H](C)CO)C(=O)c2cc(C#Cc3cccnc3)cnc2O[C@@H]1CN(C)C(=O)CN(C)C	4	7	-0.1	-1
11	Cc1ccccc1C(=O)c1ccccc1C(=O)c1ccccc1	-31	-9	-1.8	-6
12	O=C(Cn1cnc2sc(-c3ccccc3)cc2c1=O)NCCc1ccccc1	-15	-3	x	-3

item	Cneo AK release	PGC1a acetyl inh	ERAP1 inh	miR122 inh
1	-1	x	-3	-2
2	0	-3	x	-8
3	x	1	1	x
4	0	x	0	-5
5	-1	4	x	-1[16.7 µM]
6	-1	4	5	-5
7	-1	8	0	16
8	-3	-3	-1	-9[16.7 µM]
9	2	-9	0	-5
10	-7	-5	-1	3[16.7 µM]
11	-7	-15	2	5
12	-3	2	3	-6

item	canonical_smiles	RAD52 anneal inh	RAD54 branch	E-sel inducer	PglD inh
13	O=C(COc1ccc2ccccc2c1)Nc1ccccc1C(=O)O	-10	-10	0.0	1
14	CCOc1ccc(NC(=O)CCCn2c(=S)[nH]c3ccsc3c2=O)cc1	-10	x	0.2	x
15	CC(=O)c1cccc(NC(=S)N2c3ccccc3CC2C)c1 (configuration not stated)	-27	-18	x	3
16	C[C@H](CO)N1C[C@H](C)[C@H](CN(C)S(=O)(=O)c2ccccc2)Oc2ncc(C#Cc3ccccc3F)cc2C1=O	-6	1	-0.2	-3
17	CCCNC(=O)N1CC(=O)N2[C@H](CO)[C@@H](c3ccc(C#Cc4cccc(OC)c4)cc3)[C@H]2C1	5	x	0.0	x
18	COc1ccc(C2=CC(c3ccc(F)cc3)n3nnnc3N2)cc1 (configuration not stated)	x	-7	x	-3
19	CCCCN1CNC(=S)N(Cc2ccccc2)C1	-8	12	x	-2
20	O=c1[nH]c2ccc(NS(=O)(=O)c3ccc(Cl)cc3)cc2[nH]1	-3	-3	-8.0	3
21	COc1cc(CN(CC(C)C)S(=O)(=O)c2ccccc2Br)cc(OC)c1	-7	-4	-0.3	-1
22	Cc1ccc2[nH]cc(C(=O)CN3CCOCC3)c2c1	-4	0	x	-1
23	Cc1ccc(C(=O)NCCc2ccncc2)cc1	x	5	x	x
24	CC(=O)Nc1ncc(Sc2ccc([N+](=O)[O-])cc2)s1	-9	-2	0.1	7

item	Cneo AK release	PGC1a acetyl inh	ERAP1 inh	miR122 inh
13	-2	-3	1	-8
14	x	-5	9	x
15	0	x	1	x
16	-4	-9	2	-12[16.7 µM]
17	x	-8	0	x
18	-1	-3	x	5
19	-4	-4	2	-1
20	-2	x	-1	14
21	2	x	2	x
22	1	2	-2	-7
23	-5	3	x	-1
24	0	-8	1	-8

item	canonical_smiles	RAD52 anneal inh	RAD54 branch	E-sel inducer	PglD inh
25	O=C(OCc1cc(=O)n2ccsc2n1)C1(c2ccc(Cl)cc2)CC1	-16	5	-0.2	-3
26	O=c1ccn([C@@H]2O[C@H](CNCC3=Cc4cc(O)ccc4OC3)[C@@H](O)[C@H]2O)c(=O)[nH]1	-16	-14	0.2	7
27	CCc1ccc(CNC(=O)C2CCN(S(=O)(=O)N3CC(C)CC(C)C3)CC2)cc1 (configuration not stated)	-4	5	x	-4
28	CCOc1ccc(NC(=O)Nc2ccc3c(c2)CCC3)cc1	-6	-1	0.5	8
29	O=C(NCCCCc1ccccc1)c1cccc(NC(=O)C2CC2)c1	-11	4	x	1
30	CCN1CCN(c2cc3c(cc2F)c(=O)c(C(=O)O)cn3C2CC2)CC1	-3	34	-0.1	4
31	CC(C)(C)NCc1cc(Br)ccc1OCc1cccs1	x	-4	x	0
32	COc1ccc(OC)c(S(=O)(=O)n2c([N+](=O)[O-])cnc2C)c1	-2	-12	0.0	4
33	CN(Cc1ccccc1)C(=O)c1ccc(NC(=O)Cc2ccc(NC(=O)C3CCN(C(=O)C4CCCC4)CC3)cc2)cc1	3	0	0.0	0
34	Cc1cc(NC(=O)CSc2nnc(-c3ccco3)o2)no1	-13	4	x	-4
35	O=C1c2ccccc2C(=O)N1CC(O)COc1ccc(Br)cc1 (configuration not stated)	-16	1	x	0
36	CC12CCC3C(C1)C(C(=O)O2)C(=O)OC3(C)C (configuration not stated)	-11	-2	-0.9	-1

item	Cneo AK release	PGC1a acetyl inh	ERAP1 inh	miR122 inh
25	3	1	0	x
26	6	7	x	-3
27	1	x	3	x
28	-1	x	-3	-3
29	1	2	-3	1
30	1	-6	1	-3
31	0	-2	x	-2
32	0	-3	-3	-5
33	-1	5	-1	-6
34	2	x	0	x
35	-4	-2	-2	-3
36	-2	8	0	2

item	canonical_smiles	RAD52 anneal inh	RAD54 branch	E-sel inducer	PglD inh
37	COc1cc(Cn2c3ccc(NC(=O)CC(C)(C)C)cc3c(=O)n2C)ccc1F	-11	-17	0.0	-2
38	OC(CN1CCNCC1)Cn1c2ccccc2c2ccccc21 (configuration not stated)	79*	19	x	3
39	CCOC(=O)CCCC(=O)N1CCOCCOCCN(C(=O)CCCC(=O)OCC)CCOCCOCC1	-13	-9	x	-5
40	COc1cc(C(=O)OCC(C)=O)cc(NC(=O)c2ccco2)c1OC	-1	4	2.3	1
41	C[C@@H]1CC=C[C@H]2[C@H]1C(=O)N(Cc1ccccc1)[C@H]2c1ccc(/C=C/c2ccccc2)cc1F	-4	-1	1.1	-2
42	N#Cc1ccc(-c2ccc([C@@H]3[C@@H](CO)N4C(=O)CN(C(=O)C5CCCC5)C[C@H]34)cc2)cc1	15	x	0.4	x
43	CC(C)(C)NC(=O)c1cccc2c1C(=O)c1ccccc1-2	-19	-10	0.3	-2
44	CCCC(=O)NCCCc1nc2ccccc2n1C	2	5	x	4
45	N#Cc1c(N)nc2c(c1-c1ccco1)CCCCC2	x	3	x	5
46	CCN1C[C@@H]2[C@@H]3C(=O)N(C)C(=O)[C@@H]3[C@](C)(C(=O)OC)N2C1=NC	2	-1	1.7	-3
47	O=C(C[C@@H]1C[C@H]2c3cc(NC(=O)c4ccc5c(c4)OCO5)ccc3O[C@H]2[C@H](CO)O1)NCCc1ccccc1	10	-14	0.0	-1
48	Cc1ccc(/C(N)=N/OC(=O)N2c3ccccc3Sc3ccccc32)cc1	x	0	x	-2

item	Cneo AK release	PGC1a acetyl inh	ERAP1 inh	miR122 inh
37	3	19	0	9
38	-2	x	-1	-1
39	0	11	-4	-6
40	-3	x	x	-1
41	2	x	1	-4
42	x	-8	-1	x
43	0	1	x	-4
44	-2	x	4	x
45	3	9	x	-7
46	-3	3	4	-8
47	-3	-10	-2	3[16.7 µM]
48	1	-4	x	-10

Some of these compounds in order of molar mass, ascending:
item	canonical_smiles	RAD52 anneal inh	RAD54 branch	E-sel inducer	PglD inh
45	N#Cc1c(N)nc2c(c1-c1ccco1)CCCCC2	x	3	x	5
44	CCCC(=O)NCCCc1nc2ccccc2n1C	2	5	x	4
43	CC(C)(C)NC(=O)c1cccc2c1C(=O)c1ccccc1-2	-19	-10	0.3	-2
46	CCN1C[C@@H]2[C@@H]3C(=O)N(C)C(=O)[C@@H]3[C@](C)(C(=O)OC)N2C1=NC	2	-1	1.7	-3
40	COc1cc(C(=O)OCC(C)=O)cc(NC(=O)c2ccco2)c1OC	-1	4	2.3	1
37	COc1cc(Cn2c3ccc(NC(=O)CC(C)(C)C)cc3c(=O)n2C)ccc1F	-11	-17	0.0	-2
42	N#Cc1ccc(-c2ccc([C@@H]3[C@@H](CO)N4C(=O)CN(C(=O)C5CCCC5)C[C@H]34)cc2)cc1	15	x	0.4	x
47	O=C(C[C@@H]1C[C@H]2c3cc(NC(=O)c4ccc5c(c4)OCO5)ccc3O[C@H]2[C@H](CO)O1)NCCc1ccccc1	10	-14	0.0	-1

item	Cneo AK release	PGC1a acetyl inh	ERAP1 inh	miR122 inh
45	3	9	x	-7
44	-2	x	4	x
43	0	1	x	-4
46	-3	3	4	-8
40	-3	x	x	-1
37	3	19	0	9
42	x	-8	-1	x
47	-3	-10	-2	3[16.7 µM]

The list goes on:
item	canonical_smiles	RAD52 anneal inh	RAD54 branch	E-sel inducer	PglD inh
49	COc1ccc(NC(C)=O)cc1S(=O)(=O)NC(Cc1ccccc1)C(=O)O (configuration not stated)	-6	-6	-0.2	-3
50	Cc1cccc(NC(=S)NC(=O)Cc2ccccc2)c1C	-2	6	x	-11
51	O=C(CO/N=C/c1cccc([N+](=O)[O-])c1)Nc1ccc2ccccc2c1	x	-4	x	-3
52	NCCC1CCCC(CCN)N1 (configuration not stated)	-1	-5	1.7	0
53	CCS(=O)(=O)Nc1ccc2c(c1)C(=O)N(C)C[C@@H](OC)[C@H](C)CN(C(=O)CN(C)C)[C@@H](C)CO2	1	-2	-0.3	-1
54	CCSc1ccccc1C(=O)Nc1ccc(S(=O)(=O)NC(C)=O)cc1	-17	7	x	-1
55	NC(=S)N/N=C\c1c2ccccc2cc2ccccc12	x	12	1.9	-2
56	Cc1ccc(S(=O)(=O)Nc2c(C)nc3nc(C)[nH]n3c2=O)c(C)c1	-1	8	x	-1
57	Cc1ccc(Nc2nc(C)cc(C)n2)c(Br)c1	x	1	x	0

item	Cneo AK release	PGC1a acetyl inh	ERAP1 inh	miR122 inh
49	-3	2	x	14
50	50	-4	-1	3
51	0	-6	x	3
52	-2	3	0	2
53	1	12	0	-4[16.7 µM]
54	-2	12	1	-1
55	11	x	x	-12
56	3	15	1	-4
57	-4	x	x	12
